# NCI-60 one-dose screen, 48 h, at 10 µM unless noted. Numbers give growth in % (100 = growth as untreated, 0 = no growth, -100 = all killed).
# RXF 393: RXF 393 renal cancer cells | 77,000 compounds, 6.9% hits | AID 1794773
# ACHN: ACHN renal cancer. AID 1794771. 81,000 compounds, 4.9% hits
# UO-31: UO-31 renal cancer | 81,000 compounds, 5.2% hits
# CAKI-1: CAKI-1 renal cancer. AID 1794772. 75,000 compounds, 4.7% hits
# PC-3: PC-3 prostate cancer cells. 80,000 compounds, 3.9% hits. AID 1794754
# TK-10: TK-10 renal cancer cells; 81,000 compounds, 3.9% hits; AID 1794769
# 786-0: 786-0 renal cancer cells | AID 1794775 | 81,000 compounds, 5.1% hits
# SN12C: SN12C renal cancer cells; 81,000 compounds, 3.8% hits; AID 1794767
# A498: A498 renal cancer cells; 76,000 compounds, 5.4% hits
# Numbers without * were called inactive; · = no result given; & = joins results of further samples; ! = not confirmed by another sample; [ ] = dose if it differs, or a comment. Rule for the calls: active = growth percent below 10; inactive = the rest.
molecule	RXF 393	ACHN	UO-31	CAKI-1	PC-3	TK-10	786-0	SN12C	A498
COC(=O)[C@H]1[C@H]2C[C@@H]3c4[nH]c5cc(OC)ccc5c4CCN3C[C@H]2C[C@@H](OC(=O)c2ccc(N)cc2)[C@@H]1OC	·	81	53	86	·	115	106	85	96
CCCC/C(=C\C(=O)O)C(=O)O	110	104	94	106	96	99	95	105	110
COc1ccc(OC)c(NCC(=O)n2nc(/C=C\c3ccc(O)c(OC)c3)cc2/C=C\c2ccc(O)c(OC)c2)c1	-49*	19	5.1*	·	23	16	-7.3*	21	34
COc1ccc(CCC(=O)O)cc1	117	110	93	97	87	96	101	102	87
COc1ccc(-c2ncnc3c2ncn3C/C=C/CCl)cc1	7.9*!	79&59	86&60	91&71	87&84	95&86	80&70	80&84	86&68
CCCCN1C(=O)c2cccc3c(/C=C/CN4C(=O)c5cccc6cccc(c56)C4=O)ccc(c23)C1=O	105	102	87	81	90	108	100	99	108
COc1cc2nc(Nc3cccc(F)c3)nc(Nc3cc(C)[nH]n3)c2cc1OC	-89*[20 µM]	-97*[20 µM]	-99*[20 µM]	-98*[20 µM]	-81*[20 µM]	-71*[20 µM]	-82*[20 µM]	-94*[20 µM]	-83*[20 µM]
Cn1c2ccc(Cl)cc2c2nn(C(=O)c3ccccc3)c(=O)nc21	99	95	72	·	93	·	113	103	112
COc1ccc(NC(=O)Nc2nc3ccc([N+](=O)[O-])cc3s2)cc1	-0.3*	11	-5.1*	14	11	30	35	9.7*	22
O=Cc1c[nH]c2ccc(NC(=O)OCc3ccccc3)cc12	97	108	106	·	49	88	96	90	231
CCCCCC(=C/c1ccccc1)/C=N/O	99	100	90	88	93	80	95	96	101
COc1ccc(C(=O)c2ccc3[nH]c(=O)nc(N)c3c2)cc1OC	108	102	111	121	102	115	101	95	97
CCCCN1CC(Br)C(=O)NC1=O (configuration not stated)	95&103	98&97	88&92	95&84	91&102	100&116	99&110	72&74	101
N/C(=N\c1nc2ccccc2s1)NC(=O)N(Cc1ccccc1)Cc1ccccc1	88	91	62	75	69	97	87	89	78
c1ccc(Cn2ccnc2C2OCCO2)cc1	110	110	121	106	108	110	100	125	84
C[C@]12CC[C@@H]3c4ccc(O)c([N+](=O)[O-])c4CC[C@H]3[C@@H]1CC[C@@H]2O	109	104	89	76	95	105	107	107	85
COc1ccc(-c2nc3ccc(C(=O)N=Nc4c(O)[nH]c5ccc(OC)cc45)cc3[nH]2)cc1	101	99	93	99	103	114	108	101	126
CC(=O)OCc1ccc(C)cc1	110	110	88	103	97	102	107	116	87
O=C(OCCCCCCN1CCOCC1)C1(c2ccccc2)CCCCC1	90	95	82	75	76	100	92	96	60
O=C1OC(c2cccs2)Sc2ccccc21 (configuration not stated)	106	98	97	100	110	100	98	95	96
c1ccc(-c2nn3c(-c4ccccc4)nnc3s2)cc1	108	90	78	84	110	80	92	99	49
COc1ccc(C(=O)c2ccc(Br)cc2)c(OC)c1OC	99&104	103&101	61&65	99&80	94&101	95&104	98&119	110&93	91&98
O=C(O)c1ccc(-n2cc(CNc3ccc(F)c(F)c3)c(-c3ccc(C(F)(F)F)cc3)n2)cc1	·	66	71	89	62	120	97	78	90
Nc1ncnc2c1ncn2[C@@H]1O[C@H](COS(N)(=O)=O)[C@@H](O)[C@H]1O	·	111	97	97	107	103	105	107	97
NNC(=O)[C@H]1O[C@@H](n2cnc3c(=O)[nH]cnc32)[C@H](O)[C@@H]1O	130	106	98	104	113	113	108	104	·

# Other compounds follow:
molecule	RXF 393	ACHN	UO-31	CAKI-1	PC-3	TK-10	786-0	SN12C	A498
CCOC(=O)c1ccc(Nc2ccnc(SCC(=O)c3ccc(C#N)cc3)n2)cc1	·	80	48	57	40	90	78	74	50
O=c1c2ccccc2sc2c(N3CCC(O)CC3)nc3ccccc3c12	54	65	55	·	49	·	72	85	48
NC(N)=NCCCCNCCCN=C(N)N	102	98	87	97	94	106	103	103	87
C=C1CC[C@@H]2C(C)(C)[C@H](O)CC[C@@]2(C)[C@@H]1COc1ccc2ccc(=O)oc2c1	101	49	-3.4*	40	25	96	93	67	64
Cc1ccc(-c2onc3ccc(C(=O)Nc4cccc(C(F)(F)F)c4)cc23)cc1	108	103	82	96	81	118	99	95	81
NCC1=C(c2ccccc2)Nc2ncc(-c3ccc(Br)cc3)n2C1O (configuration not stated)	109	93	70	77	90	100	96	96	104
COc1ccc(Cl)cc1NC(=O)C(Br)C(Br)C(=O)O (configuration not stated)	44	79	71	96	56	111	102	59	87
O=c1c2ccccc2[nH]n1Cc1ccc2c(c1)OCO2	103	103	93	104	88	·	93	101	90
c1ccc(CC(c2ccccc2)c2ccccc2)cc1	123	99	92	·	83	118	101	109	·
COc1ccc(C(=O)NC(c2ccc(Cl)cc2Cl)c2cc(Cl)c3cccnc3c2O)cc1 (configuration not stated)	117	91	73	91	91	110	101	94	104
CCOC(C)C(Nc1ccc(C(=O)O)cc1)C(=O)Nc1ccc(C(=O)O)cc1 (configuration not stated)	119	103	88	102	100	86	101	111	93
COC(=O)c1ccc(NC(=O)c2ccc(-c3cccc(N)c3)o2)cc1	108	103	86	94	·	109	109	100	90
CCN1C(=O)N(CC)C2C1NN=C1SC3(C(=O)N12)C(c1ccccc1F)CN(C)C31C(=O)Nc2ccccc21 (configuration not stated)	108	104	80	79	92	105	99	106	112
Cc1ccc(C(C)(N=[N+]=[N-])c2ccccc2)cc1C (configuration not stated)	104	103	78	96	102	100	105	96	90
COc1cc(-c2nc(-c3ccccc3)c(-c3ccccc3)[nH]2)ccc1OC1CCCC1	27	47	89	75	70	101	87	62	47
O[N+]1=CC=CCC1=S.On1ccccc1=S.[Zn]	-85*	-91*	-98*	-86*	-51*	·	-74*	-82*	-83*
Cc1nc(C)c(F)c(=O)[nH]1	113	105	80	92	76	93	105	98	96
C/C(=N\NC(=O)c1ccncc1)c1cccc(Cl)c1	114	97	84	104	94	133	106	·	85
O=C(NNC(=S)Nc1ccccc1)c1cc2ccc1CCc1ccc(cc1)CC2	84	61	82	64	58	100	·	58	61
CN1C(=O)C(Nc2ccc(C(=O)Nc3ccc(Cl)cc3)cc2)=C(c2ccccc2)C1=O	60	67	77	76	58	85	61	78	81
CCCCOc1ccc(C(=O)OCCNCC(C)C)cc1N	97	102	89	102	99	108	110	·	111
O=S(=O)(NC1c2ccccc2Oc2ccccc21)c1ccc(Br)cc1	79	78	86	83	93	105	83	·	94
COc1nc2c(c(=O)n1C)C(c1ccc(F)cc1)C=C(C(=O)O)N2 (configuration not stated)	114	98	114	92	105	107	95	135	74
N#C/C(=C\NC(=S)Nc1ccc(S(=O)(=O)Nc2nccs2)cc1)C(=O)c1ccc2ccccc2c1	118	90	84	87	96	133	98	106	108
COc1ccccc1OCC(=O)Nc1sc2c(c1C(N)=O)CCC2	48	32	27	64	88	104	75	64	67

# One compound at a time, from the list above. Order of values: RXF 393, ACHN, UO-31, CAKI-1, PC-3, TK-10, 786-0, SN12C, A498
# `O=C(O)c1ccc(-n2cc(CNc3ccc(F)c(F)c3)c(-c3ccc(C(F)(F)F)cc3)n2)cc1` is listed with ·, 66, 71, 89, 62, 120, 97, 78, 90
# `N/C(=N\c1nc2ccccc2s1)NC(=O)N(Cc1ccccc1)Cc1ccccc1` is listed with 88, 91, 62, 75, 69, 97, 87, 89, 78
# `Cn1c2ccc(Cl)cc2c2nn(C(=O)c3ccccc3)c(=O)nc21` is listed with 99, 95, 72, ·, 93, ·, 113, 103, 112

# (cont.)
molecule	RXF 393	ACHN	UO-31	CAKI-1	PC-3	TK-10	786-0	SN12C	A498
COc1ccc(N2CCN(C3=C(Cl)C(=O)c4ncccc4C3=O)CC2)cc1	15	-19*	19	32	68	100	107	85	103
CC(=O)OCCCCC[n+]1ccc(SCC(=O)n2ccc3ccccc32)c2ccccc21	110	95	68	80	93	139	110	102	115
O=C(Oc1ccc[nH]c1=O)c1ccccc1	102	95	88	96	97	102	105	110	88
COc1ccc(N2C(=O)CC(Nc3ccc(F)cc3)C2=O)c([N+](=O)[O-])c1 (configuration not stated)	83	113	90	100	86	127	93	99	103
C=C(C)[C@@H]1CC[C@]2(C(=O)N3CCN(C)CC3)CC[C@]3(C)[C@H](CC[C@@H]4[C@@]5(C)CCC(=O)NC(C)(C)[C@@H]5CC[C@]43C)[C@@H]12	82	96	74	102	63	96	91	81	·
CC(C)[C@H](NC(=O)OC(C)(C)C)C(=O)OCc1cn(-c2ccnc3ccccc23)nn1	106	94	75	83	92	97	104	104	124
Cn1ncc2c(=S)nc(Cl)[nH]c21	120	101	85	90	92	18	106	114	·
CC(=O)Nc1cc2c(cc1Cl)-c1ccccc1C2	109	97	64	88	92	112	97	86	101
Cc1cc(C#Cc2ccc(C(C)(C)C)cc2)ccc1-n1c(/C=C/c2c(Cl)cccc2Cl)nc2ccccc2c1=O	127	96	77	84	81	99	109	104	104
N#Cc1c(-c2ccc(F)cc2)cc(-c2cccnc2)[nH]c1=O	112	103	87	88	107	99	98	96	100
CC(=O)N1C(=O)c2cccc3cccc1c23	139	103	100	102	110	119	94	106	106
O=c1[nH]nc(Sc2ccccc2)c(=S)[nH]1	108	101	93	99	92	91	98	108	·
O=C(NNC(=O)c1cccc2ccccc12)c1cccc(Cl)c1	110	107	95	101	97	113	102	104	94
Cc1ccc(Oc2nc3sc4cccc(Cl)c4n3c(=N)c2C#N)cc1	120	102	80	93	97	118	·	100	·
CC1=C(I)[C@@]2(CCCO)c3cc4c(cc3CC[C@@]2(C)[C@@H]1C)[nH]c1ccccc14	91	81	68	56	47	117	95	78	102
CCN(CC)CCNC(=O)c1ccc(NC(C)=O)cc1	109	·	98	95	104	103	108	95	79
CC/C=C\C[C@H](O)C/C=C1/C(=O)C=C[C@@H]1C/C=C\CCCCO	56	-69*	-74*	0.1*	0.5*	5.3*	-50*	-16*	100
Nc1ccc(C(=O)O)cn1	·	99	90	103	104	125	106	92	117
COC1OCCCC1Br (configuration not stated)	121	106	·	105	94	103	·	104	102
Cc1cccc(N2C(=O)C3C(C2=O)C2(c4ccccc4)C(=O)C3(c3ccccc3)C(c3ccc4c(c3)OCO4)=C2c2ccc3c(c2)OCO3)c1 (configuration not stated)	127	81	69	84	73	108	104	102	100
COc1cc(-c2cc(/C=C/C(C)=O)[nH]n2)cc(OC)c1OC	89	79	52	55	71	74	84	67	91
N#C/C(=C/c1cc([N+](=O)[O-])cc([N+](=O)[O-])c1O)C(N)=O	102	110	84	94	103	100	95	108	104

# Molecules above containing an aryl methoxy group, in the order listed:
molecule	RXF 393	ACHN	UO-31	CAKI-1	PC-3	TK-10	786-0	SN12C	A498
COC(=O)[C@H]1[C@H]2C[C@@H]3c4[nH]c5cc(OC)ccc5c4CCN3C[C@H]2C[C@@H](OC(=O)c2ccc(N)cc2)[C@@H]1OC	·	81	53	86	·	115	106	85	96
COc1ccc(OC)c(NCC(=O)n2nc(/C=C\c3ccc(O)c(OC)c3)cc2/C=C\c2ccc(O)c(OC)c2)c1	-49*	19	5.1*	·	23	16	-7.3*	21	34
COc1ccc(CCC(=O)O)cc1	117	110	93	97	87	96	101	102	87
COc1ccc(-c2ncnc3c2ncn3C/C=C/CCl)cc1	7.9*!	79&59	86&60	91&71	87&84	95&86	80&70	80&84	86&68
COc1cc2nc(Nc3cccc(F)c3)nc(Nc3cc(C)[nH]n3)c2cc1OC	-89*[20 µM]	-97*[20 µM]	-99*[20 µM]	-98*[20 µM]	-81*[20 µM]	-71*[20 µM]	-82*[20 µM]	-94*[20 µM]	-83*[20 µM]
COc1ccc(NC(=O)Nc2nc3ccc([N+](=O)[O-])cc3s2)cc1	-0.3*	11	-5.1*	14	11	30	35	9.7*	22
COc1ccc(C(=O)c2ccc3[nH]c(=O)nc(N)c3c2)cc1OC	108	102	111	121	102	115	101	95	97
COc1ccc(-c2nc3ccc(C(=O)N=Nc4c(O)[nH]c5ccc(OC)cc45)cc3[nH]2)cc1	101	99	93	99	103	114	108	101	126
COc1ccc(C(=O)c2ccc(Br)cc2)c(OC)c1OC	99&104	103&101	61&65	99&80	94&101	95&104	98&119	110&93	91&98
COc1ccc(Cl)cc1NC(=O)C(Br)C(Br)C(=O)O (configuration not stated)	44	79	71	96	56	111	102	59	87
COc1ccc(C(=O)NC(c2ccc(Cl)cc2Cl)c2cc(Cl)c3cccnc3c2O)cc1 (configuration not stated)	117	91	73	91	91	110	101	94	104
COc1cc(-c2nc(-c3ccccc3)c(-c3ccccc3)[nH]2)ccc1OC1CCCC1	27	47	89	75	70	101	87	62	47
COc1nc2c(c(=O)n1C)C(c1ccc(F)cc1)C=C(C(=O)O)N2 (configuration not stated)	114	98	114	92	105	107	95	135	74
COc1ccccc1OCC(=O)Nc1sc2c(c1C(N)=O)CCC2	48	32	27	64	88	104	75	64	67
COc1ccc(N2CCN(C3=C(Cl)C(=O)c4ncccc4C3=O)CC2)cc1	15	-19*	19	32	68	100	107	85	103
COc1ccc(N2C(=O)CC(Nc3ccc(F)cc3)C2=O)c([N+](=O)[O-])c1 (configuration not stated)	83	113	90	100	86	127	93	99	103
COc1cc(-c2cc(/C=C/C(C)=O)[nH]n2)cc(OC)c1OC	89	79	52	55	71	74	84	67	91

# High-throughput results from PubChem BioAssay.
